NSD2 inh – inhibitors of human histone methyltransferase NSD2. inhibition, % at 12.5 µM. AID 743445. NSD2 peptide methylation, AlphaScreen, 120 min. actives 0.54% (n = 310,000); in the data active means inhibition above about 50%
HTR5A inv ctr – inverse agonist of human HTR5A in OPRM1-OPRD1 counter-screen; P47898; HTR5A cell line, luminescence, inverse agonism; inhibition, % at 9.3 µM; actives 0.083% (n = 340,000); AID 504634; in the data active means inhibition mostly above about 23%, no sharp cut-off; inactive means mostly below about 18%;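 further: 0% = cells with DMSO and 100% = no-cell wells with DMSO; some compounds called inactive have numbers as strong as hits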
Target sequence (P47898 whole entry, looked up): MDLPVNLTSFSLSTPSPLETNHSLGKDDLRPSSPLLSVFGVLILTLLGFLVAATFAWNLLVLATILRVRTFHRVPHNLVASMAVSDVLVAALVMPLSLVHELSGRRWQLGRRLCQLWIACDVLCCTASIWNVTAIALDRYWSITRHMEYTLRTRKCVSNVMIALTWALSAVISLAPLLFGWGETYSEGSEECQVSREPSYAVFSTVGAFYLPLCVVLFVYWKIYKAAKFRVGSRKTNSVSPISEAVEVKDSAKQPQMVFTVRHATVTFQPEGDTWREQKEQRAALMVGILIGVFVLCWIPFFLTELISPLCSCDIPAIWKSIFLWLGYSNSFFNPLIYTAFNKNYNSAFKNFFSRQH
PvdQ acylase – blocks Pseudomonas aeruginosa PvdQ acylase activity; purified PvdQ acylase, fluorescence plate reader; inhibition, % at 10 µM; actives 0.063% (n = 340,000); AID 488965; in the data active means inhibition above about 30%, passing the limit was not always enough;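 further: 0% = vehicle neutral wells and 100% = reference inhibitor wells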
MITF TRPM1 HTS – increases MITF-driven TRPM1 promoter luciferase signal; SK-MEL-5 TRPM1-promoter luciferase, 24 h; % of positive control, neutral wells = 0; actives 0.75% (n = 300,000); activation, % at 12.5 µM;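 active means mean activation of at least 80% with every replicate also reaching 80%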;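 further: 0% = neutral control wells and 100% = parthenolide positive control wells; values of inactives mirror those of a sister screen read the other way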
V-ATPase pHluor – regulators of yeast V-ATPase proton transport | S. cerevisiae, pHLuorin cytosolic pH fluorescence | response, % at 10 µM | actives 0.37% (n = 350,000); in the data active means response mostly above about 7.3%, no sharp cut-off; inactive means mostly below about 5.4%; further: actives read high; inactives centre near 0; some compounds called inactive have numbers as strong as hits; reference of the scale not given here
CDK5 p35 inh – blocks human CDK5/p35 kinase activity | Q00535+Q15078 | Recombinant CDK5/p35, ADP-Glo luminescence, 60 min | inhibition, % at 10 µM | actives 0.01% (n = 330,000) | AID 488839;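 active means highest replicate inhibition of at least 50% and at least 75% of replicates reaching 50%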;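 further: plate controls were DMSO neutral control for no effect and GW8510 at 10 µM for full effect; many of its hits are not listed in these tables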
dFosB activator – enhances mouse delta FosB homodimer DNA binding; actives 0.99% (n = 340,000); AID 493131; P13346; activation, % at 25 µM; purified delta FosB, TAMRA-CDK5 oligo fluorescence polarization; percent of positive-control signal above neutral wells;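 active means mean activation above about 17%, with every replicate also reaching it, limit read from the data, passing the limit was not always enough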;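 further: fluorescence polarization rise as delta FosB binds a TAMRA Cdk5 AP-1 oligo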
Target sequence (P13346 whole entry, looked up): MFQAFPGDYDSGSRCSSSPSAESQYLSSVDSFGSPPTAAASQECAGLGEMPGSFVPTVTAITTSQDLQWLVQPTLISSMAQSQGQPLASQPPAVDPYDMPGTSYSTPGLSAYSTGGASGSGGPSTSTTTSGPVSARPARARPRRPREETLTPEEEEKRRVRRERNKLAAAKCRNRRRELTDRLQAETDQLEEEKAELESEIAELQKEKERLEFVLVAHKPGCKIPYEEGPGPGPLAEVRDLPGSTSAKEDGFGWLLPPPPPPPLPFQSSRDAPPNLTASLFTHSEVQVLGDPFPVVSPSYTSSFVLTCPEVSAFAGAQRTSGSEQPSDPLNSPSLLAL
HTR5A ag ctr – counter-screen for OPRM1-OPRD1 agonists: human HTR5A agonism; P47898; HTR5A agonist assay, luminescence, cell-based; activation, % at 9.3 µM; actives 0.61% (n = 340,000); in the data active means activation mostly above about 9.5%, no sharp cut-off; inactive means mostly below about 7.6%;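 further: 0% = cells with vehicle only and 100% = reference agonist; strong numbers were not always called active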
SR-BI HDL uptake – inhibitors of mouse SR-BI mediated HDL lipid uptake | inhibition, % at 12.5 µM | actives 0.96% (n = 320,000) | ldlA[mSR-BI] CHO cells, DiI-HDL uptake fluorescence, 3 h | Q61009;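 active means mean replicate inhibition of at least 70% and a set share of replicates each scoring 70 or more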;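 further: 0% = median of neutral control wells and 100% = median of positive control wells; values of inactives mirror those of a sister screen read the other way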
Wnt bcat act – activators of Wnt/beta-catenin signaling; Wnt/beta-catenin reporter cell assay, activator, plate reader; activation, % at 9.35 µM; actives 1.2% (n = 300,000); in the data active means activation above about 30%, passing the limit was not always enough;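 further: 0% = neutral control wells and 100% = positive control wells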
Starred values were filed as active, the others as inactive; . = not tested or not shown.

SMILES | NSD2 inh | HTR5A inv ctr | PvdQ acylase | MITF TRPM1 HTS | V-ATPase pHluor | CDK5 p35 inh | dFosB activator | HTR5A ag ctr | SR-BI HDL uptake | Wnt bcat act
CC1(C)CC(NCc2ccncc2)CC(C)(C)N1 | -3 | -11 | 7 | -5 | 1 | 0.8 | -3 | -5 | -15 | 0
CC(=O)Cn1cnc2sc(-c3ccccc3)cc2c1=O | 0 | -7 | -9 | 88* | -3 | 1.3 | -8 | 1 | -4 | 37*
Cc1cc(=O)oc2cc(OCC(O)CN3CCN(c4ccc(F)cc4)CC3)ccc12 (centres undefined) | 3 | -11 | -8 | -8 | 0 | -3.2 | -2 | 5 | 29 | 3
COc1ccc(OC)c(NC(=O)c2sc3ncnc(N4CCN(c5ccccn5)CC4)c3c2C)c1 | 6 | 9 | -19 | -6 | -1 | -4.7 | 0 | 5 | 30 | .
CC(=O)c1ccccc1OCC(O)Cn1ccnc1 (centres undefined) | -1 | -5 | -16 | -12 | -1 | 2.0 | -6 | 2 | 14 | -4
CCn1c(SCC(=O)Nc2ccc(OC)c(S(=O)(=O)N3CCCCC3)c2)nnc1C1CC1 | -2 | 9 | -6 | -5 | -3 | 0.5 | -9 | 2 | 8 | -2
O=C(COc1ccc(S(=O)(=O)N2CCOCC2)cc1)N1CCOCC1 | -7 | -10 | -3 | -5 | -2 | 0.3 | 0 | -3 | -23 | 1
Cc1cc(C)c2c(NC(=O)CCl)nn(C)c2n1 | 11 | -1 | 4 | -5 | -3 | -1.0 | 3 | 1 | -6 | -1
CC(C)CCSc1ncnc2c1oc1nc3c(cc12)COC(C)(C)C3 | -1 | 12 | -23 | 12 | 2 | -3.2 | -8 | 3 | 0 | -2
Cc1cc(NC(=O)COc2cccc(C)c2C)no1 | . | 2 | -14 | 44 | 5 | -0.5 | -9 | -1 | . | 1
COc1ccccc1NC(=O)COc1ccccc1C(=O)Nc1ccccc1 | -1 | -3 | -3 | 0 | -2 | 0.8 | -6 | 1 | 25 | -2
C=CCN(C(=O)COc1ccccc1)c1nnc(-c2ccncc2)s1 | -5 | -12 | -1 | 9 | -1 | 0.2 | 22* | -3 | 16 | 3
COc1cccc(N2CCN(C(=O)C3CCC(=O)N(C4CCCCCC4)C3)CC2)c1 (centres undefined) | 3 | -3 | 11 | -7 | 3 | 2.3 | -11 | 3 | -4 | 2
C=C(C)CN(CC)C(=O)CSc1ccc(S(=O)(=O)N2CCN(Cc3ccccc3)CC2)cn1 | 1 | -6 | -18 | -1 | 5 | -0.7 | -14 | -1 | -9 | -4
O=C(/C=C/c1cccc(F)c1)N1CCN(c2ccccn2)CC1 | . | -21 | 6 | 22 | 11 | 0.2 | 5 | 7 | -2 | 3
CC1(C)CC2(C)Nc3ccccc3N2C(=S)N1 (centres undefined) | -2 | 15 | -7 | 3 | 0 | 3.0 | -5 | -4 | 3 | .
C/C(CC(=O)Nc1ccc(N(C)C)cc1)=N\NC(=O)Cc1csc(N)n1 | 4 | 35 | 10 | 10 | -2 | 3.3 | -1 | 1 | -12 | .
O=C(NCc1ccc(Cl)cc1)c1cc(-c2cccs2)on1 | -3 | 7 | -8 | 7 | 0 | 1.4 | 7 | 1 | 8 | .
Cc1ccc(C)c(S(=O)(=O)N2CCCOC2CNC(=O)C(=O)NCc2ccccn2)c1 (centres undefined) | 1 | -11 | -16 | 6 | 2 | -8.7 | -7 | 4 | -8 | -2
CCn1c(NCc2ccco2)nc2c1c(=O)n(C)c(=O)n2C | 2 | 13 | -6 | 4 | 1 | -1.7 | 5 | 4 | 17 | .
N#Cc1ccccc1S(=O)(=O)N1CCN(c2nc(-c3cccnc3)nc3ccccc23)CC1 | -3 | -26 | -2 | 6 | 6 | 1.1 | -8 | 8 | -8 | -5
O=C(Cn1c(=O)oc2cc(S(=O)(=O)N3CCCC3)ccc21)N1CCN(c2ccccn2)CC1 | . | -11 | 16 | 1 | -3 | -0.8 | 1 | 4 | 3 | -2
COc1ccc(Cl)cc1NC(=O)CSc1nc(C)cc(C)n1 | -2 | -8 | -4 | -10 | -2 | -0.3 | -14 | 3 | 14 | -3
CN(CCc1cnn(C)c1)Cc1cn(C)nc1-c1ccc2c(c1)OCCO2 | -1 | 19 | -7 | 0 | 0 | -1.5 | 1 | 3 | -32 | 2
COc1cc(C)c(NC(=O)c2cc(C3CC3)nc3c2cnn3C(C)C)cc1OC | 2 | -10 | -10 | -5 | 3 | -1.4 | -10 | 4 | 34 | -1
Cc1ccc(-c2cc(C(=O)N3CCOCC3)no2)cc1 | -5 | -7 | 7 | -22 | -2 | 12 | -3 | 3 | -8 | 2
CCCOP(=O)(c1ccc(N(C)C)cc1)C(O)c1ccc(Br)cc1 (centres undefined) | 1 | -5 | -12 | 4 | 1 | -1.6 | -5 | 1 | -2 | 3
Cc1noc(C)c1COc1cccc(C(=O)OCC(=O)NCCN2C(=O)CSC2=O)c1 | -2 | 5 | 11 | -6 | 4 | 0.7 | 2 | -2 | 4 | -1
CCC(C)[C@H]1CN=C(N)N1CCc1cc(C(F)(F)F)cc(C(F)(F)F)c1 (some centres undefined) | . | 10 | -13 | -5 | 0 | -1.4 | -17 | -2 | -10 | -7
CSc1ccc(CN(C)CC(=O)NC(C)c2ccccc2)cc1 (centres undefined) | 2 | 15 | 0 | 3 | 3 | -0.8 | 2 | 2 | -13 | -2

Brought forward from above: 2 compounds, followed by the next part.
SMILES | NSD2 inh | HTR5A inv ctr | PvdQ acylase | MITF TRPM1 HTS | V-ATPase pHluor | CDK5 p35 inh | dFosB activator | HTR5A ag ctr | SR-BI HDL uptake | Wnt bcat act
CCC(C)[C@H]1CN=C(N)N1CCc1cc(C(F)(F)F)cc(C(F)(F)F)c1 (some centres undefined) | . | 10 | -13 | -5 | 0 | -1.4 | -17 | -2 | -10 | -7
CSc1ccc(CN(C)CC(=O)NC(C)c2ccccc2)cc1 (centres undefined) | 2 | 15 | 0 | 3 | 3 | -0.8 | 2 | 2 | -13 | -2
CC(=O)Nc1ccc(S(=O)(=O)NC(CC(=O)NCCc2ccccc2)C(C)C)cc1 (centres undefined) | 0 | -7 | -11 | 24 | 4 | 0.4 | 1 | 4 | -21 | 8
C#CCOCCOCCOCCNc1nc(N2CCN(C(=O)[C@H](CCCN=C(N)N)n3cc(C(N)[C@H](C)CC)nn3)CC2)nc(N2CCN(C(=O)[C@H](CC(N)=O)n3cc(C(N)[C@@H](C)CC)nn3)CC2)n1 (some centres undefined) | . | -8 | -25 | 7 | 4 | -1.1 | 1 | 2 | -11 | -4
CC(C)(C)c1ccc(-c2nnc(N)o2)cc1 | -3 | -32 | -18 | 32 | 2 | 1.5 | -1 | 3 | 9 | 42*
N#Cc1c(-c2cccnc2)c2c([nH]c1=O)-c1ccccc1OC2 | -2 | -11 | -3 | . | 0 | 2.2 | -6 | -1 | -8 | 44*
O=C(NCCCl)Nc1ccccc1OCCOc1ccccc1NC(=O)NCCCl | 16 | 2 | -21 | 1 | 2 | -0.5 | -5 | 3 | 10 | -2
COC(=O)c1ccc(Cc2ccccc2)o1 | -4 | -10 | 11 | 25 | 4 | 0.9 | -8 | 3 | . | .
COc1ccc2[nH]c(C(=O)O)c(CCC(=O)O)c2c1 | 4 | 2 | 1 | 0 | -2 | -2.7 | 4 | 1 | 20 | -1
Cc1ccc(-c2cc(C(F)(F)F)c(C#N)c(SCCC#N)n2)o1 | -1 | -8 | -8 | -25 | -1 | -2.1 | -1 | -1 | 36 | .
CN(CC(=O)Nc1ccc(F)c(F)c1F)C(=O)C1CC(=O)N(C2CCCC2)C1 (centres undefined) | -2 | -8 | -6 | -7 | -1 | -12 | -5 | 3 | -18 | 1
O=C(Cn1c(=O)sc2ccccc21)Nc1ccccc1C(=O)O | -2 | 15 | -8 | -3 | -1 | -0.5 | 0 | 2 | -8 | .
CSc1ncc(CNc2cc([N+](=O)[O-])ccc2C)c(N)n1 | . | -24 | -9 | -14 | 4 | -1.3 | -2 | -2 | -2 | -1
CC(C)N(C(=O)C1CC(=O)OC12CCCCC2)C(C)C (centres undefined) | 0 | -5 | -8 | . | . | 0.1 | -11 | -2 | -7 | -5
CCOC(=O)/C=C/C(=O)Nc1ccc(Oc2ccccc2)cc1 | . | -20 | 0 | -8 | 4 | 0.9 | -5 | -6 | -18 | -2
Cn1nnnc1SCC(=O)NCc1cccc(C(=O)O)c1 | 0 | 5 | -17 | 8 | -1 | -2.2 | -3 | -2 | 0 | .
C=CCNC(=O)c1ccc(Cn2c(=S)[nH]c3cc4c(cc3c2=O)OCO4)cc1 | -1 | 31 | -8 | . | 0 | 0.2 | 34* | 2 | 47 | 6
CCOC(=O)C1=C(COC(=O)CCc2ccc(CC)cc2)NC(=O)NC1C (centres undefined) | 0 | -30 | -12 | 3 | -1 | -1.6 | -11 | 11 | -22 | -2
NS(=O)(=O)c1ccc(-c2ccc(/C=C3\SC(=O)NC3=O)o2)cc1 | . | -24 | 12 | 12 | 3 | -1.0 | 0 | -1 | -5 | -3
COc1cccc(CNC(=O)C2CCCN2S(=O)(=O)c2ccc3c(c2)C(C)(C)C(=O)N3C)c1 (centres undefined) | . | 9 | -14 | -1 | 0 | -2.9 | 0 | -3 | 28 | -2
Cc1ccc2[nH]c(O)c(N=NC(=O)C(C)n3cnc4ccccc4c3=O)c2c1 (centres undefined) | 4 | 9 | 3 | -17 | -2 | -0.8 | -7 | 3 | -5 | -2
CCOc1ccc(-n2nnnc2SCC(=O)c2ccccc2)cc1 | -2 | 9 | -16 | 4 | . | 1.4 | -7 | 13* | -16 | .
CC(C)Oc1ccc(CC(=O)NNC(=S)Nc2ccc(Br)cc2)cc1 | -3 | 1 | -10 | -9 | 3 | 1.3 | 1 | 0 | 0 | -1
C=CCN1C(=O)CN=C1Nc1ccc(F)cc1 | 1 | -29 | -13 | -1 | 1 | 0.0 | -1 | 1 | -25 | -1
CCc1cc(=O)oc2cc(C)cc(OC(C)C(=O)NCCCN3CCCC3=O)c12 (centres undefined) | 0 | -10 | -18 | 10 | -1 | . | -4 | 4 | -10 | 0

Structures listed so far containing fluorine (6):
SMILES | NSD2 inh | HTR5A inv ctr | PvdQ acylase | MITF TRPM1 HTS | V-ATPase pHluor | CDK5 p35 inh | dFosB activator | HTR5A ag ctr | SR-BI HDL uptake | Wnt bcat act
Cc1cc(=O)oc2cc(OCC(O)CN3CCN(c4ccc(F)cc4)CC3)ccc12 (centres undefined) | 3 | -11 | -8 | -8 | 0 | -3.2 | -2 | 5 | 29 | 3
O=C(/C=C/c1cccc(F)c1)N1CCN(c2ccccn2)CC1 | . | -21 | 6 | 22 | 11 | 0.2 | 5 | 7 | -2 | 3
CCC(C)[C@H]1CN=C(N)N1CCc1cc(C(F)(F)F)cc(C(F)(F)F)c1 (some centres undefined) | . | 10 | -13 | -5 | 0 | -1.4 | -17 | -2 | -10 | -7
Cc1ccc(-c2cc(C(F)(F)F)c(C#N)c(SCCC#N)n2)o1 | -1 | -8 | -8 | -25 | -1 | -2.1 | -1 | -1 | 36 | .
CN(CC(=O)Nc1ccc(F)c(F)c1F)C(=O)C1CC(=O)N(C2CCCC2)C1 (centres undefined) | -2 | -8 | -6 | -7 | -1 | -12 | -5 | 3 | -18 | 1
C=CCN1C(=O)CN=C1Nc1ccc(F)cc1 | 1 | -29 | -13 | -1 | 1 | 0.0 | -1 | 1 | -25 | -1

Screening results from PubChem.
